Screening data as filed in PubChem.
ELG1 repair inh – qHTS screen for small molecules that inhibit ELG1-dependent DNA repair in human embryonic kidney (HEK293T) cells expressing luciferase-tagged ELG1 | HEK293T ELG1-luciferase reporter, luminescence, 16 h; DNA damage induced by 5-fluorouridine | Potency, µM (top dose mostly 46.1 µM), for the others: at the highest dose activity change, negative = inhibition, actives largely listed as inhibitors | 2.3% of 330,000 active | AID 504467, 2011; also: potency is read from the fitted curve at half-maximal effect; % is scaled to controls: 0 for no effect and ±100 for the full control effect; nearly all actives have a fitted effect of over 55% in size
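Quantitative HTS, concentration-response format. 2,000 cells/well co-treated with 5-fluorouridine and compound, 16 hr in 5% CO2 at 37 °C; ONE-Glo luminescence read after 30 min.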
RORg inh – qHTS for inhibitors of ROR gamma transcriptional activity. AID 2551, 2010. Potency, µM (top dose mostly 53.6 µM), without a hit: top-dose activity change, negative = inhibition, hits mostly inhibitors. Drosophila S2 Gal4-RORgamma UAS-luciferase reporter, 20 h. Nuclear receptor ROR-gamma (Mus musculus), P51450. 5.4% of 310,000 active; also: potency is read from the fitted curve at half-maximal effect; % is scaled to controls: 0 for no effect and ±100 for the full control effect; nearly all actives have a fitted effect of over 60% in size
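Drosophila Schneider cells stably carrying a metallothionein-driven Gal4 DBD–ROR gamma fusion and a UAS-Photinus luciferase reporter were exposed to compound for 1 hr, then induced with copper sulfate (700 uM final) for 20 hr at ambient temperature before luminescence reading.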
FLuc counter – qHTS profiling assay for firefly luciferase inhibitor/activator using purifed enzyme and Km concentrations of substrates (counterscreen for miR-21 project); Luciferin 4-monooxygenase (Photinus pyralis), P08659; purified FLuc, Km substrates, luminescence inhibition; Potency, µM (titrated, usually from 57.5 µM), for inactives: at the top dose activity change, negative = inhibition, usual class: inhibitors; 6.9% of 360,000 active; AID 588342, 2011;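 also: potency is read from the fitted curve at half-maximal effect; plate controls were vehicle for no effect and reference inhibitor for full effect; nearly all actives have a fitted effect of over 55% in size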
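Biochemical qHTS of compounds, final roughly 60 µM downward over six points, against 10 nM purified firefly luciferase using Km concentrations of substrates (10 uM D-luciferin, 10 uM ATP) in Tris acetate pH 7.5 buffer; luminescence output.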
Gal4-VP16 FLuc – VP16 counterscreen qHTS for inhibitors of ROR gamma transcriptional activity | Drosophila S2 Gal4-VP16 UAS-luciferase, luminescence, 20 h | Potency, µM (titrated, usually from 53.6 µM), for the others: top-dose activity, negative = inhibition, most hits filed as inhibitors | 3.5% of 310,000 active;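 also: Gal4-VP16 expression switched on by copper sulfate through the metallothionein promoter; potency is read from the fitted curve at half-maximal effect; % is scaled to controls: 0 for no effect and ±100 for the full control effect; nearly all actives have a fitted effect of over 50% in size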
Mito fusion yeast – qHTS Assay for Small Molecule Inhibitors of Mitochondrial Division or Activators of Mitochondrial Fusion | S. cerevisiae fusion-defective mutant growth rescue, CellTiterGlo 48 h | 0.23% of 320,000 active | Potency, µM (doses to about 46.1 µM), for inactives: top-dose growth rescue (activation), usual class: activators;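 also: potency is read from the fitted curve at half-maximal effect; % of control where 0% means no effect; nearly all actives have a fitted effect of over 45% in size; temperature-sensitive fusion mutants such as fzo1-1 at 37 °C on non-fermentable ethanol glycerol medium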
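Compounds are tested for their ability to restore growth of mitochondrial fusion-defective yeast strains at non-permissive 37C in YPEG medium over 48 hours. Viability is quantified by luciferase luminescence.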
KCNH2 3.1 block – qHTS for Inhibitors of KCHN2 3.1: Mutant qHTS; U2OS KCNH2 3.1, thallium flux FluxOr; active compounds read low; activity change, % (tested at about 1.8 µM); 0.95% of 340,000 active;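 active = maximum activity change below -70%; inconclusive = maximum activity change from -70% to -50%; inactive = maximum activity change above -50%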;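 also: thallium influx rate constant from kinetic fluorescence after stimulation buffer; % is scaled to controls: 0 for no effect and ±100 for the full control effect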
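FluxOr-based Tl+ influx in U2OS cells transduced with KCNH2 3.1 virus; rate constants normalized to DMSO controls.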
NPC1 prom act – qHTS Assay for NPC1 Promoter Activators; Huh7 NPC1 promoter luciferase reporter, 24 h; Potency, µM (series often up to 9.22 µM), without a hit: at the highest dose activation, usual class: activators; 2.4% of 320,000 active;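 also: potency is read from the fitted curve at half-maximal effect; % of control where 0% means no effect; nearly all actives have a fitted effect of over 60% in size; reporter is driven by a mutant NPC1 promoter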
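Stably transfected Huh7 (NPC1 promoter→luciferase), 1500 cells/well in Opti-MEM + 10% FBS, 2 h settle, then compound 24 h at 37 °C. Luminescence after 10 min with Amplite reagent.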
Menin MLL FP TR – qHTS Assay for Inhibitors Targeting the Menin-MLL Interaction in MLL Related Leukemias: Competition With Texas Red Labeled MLL-derived Mutant Peptide | Menin + Texas Red MLL mutant peptide, fluorescence polarization | Potency, µM (titrated, usually from 61.6 µM), inactives show top-dose FP activity change, negative = inhibition, hits mostly inhibitors | 0.23% of 270,000 active; active = well fitted inhibition curve with a large enough effect in the polarisation, with a control signal flat, not every such curve was filed as active; inconclusive = small, poorly fitted or top-dose-only effect, or effect the other way, or a change in a side signal; inactive = no such curve, though single readings can be large or run the other way; the % refers to the polarisation; also: potency is read from the fitted curve at half-maximal effect; % of control where 0% means no effect; many of its hits are not listed in these tables
Target sequence (O00255 whole entry, looked up): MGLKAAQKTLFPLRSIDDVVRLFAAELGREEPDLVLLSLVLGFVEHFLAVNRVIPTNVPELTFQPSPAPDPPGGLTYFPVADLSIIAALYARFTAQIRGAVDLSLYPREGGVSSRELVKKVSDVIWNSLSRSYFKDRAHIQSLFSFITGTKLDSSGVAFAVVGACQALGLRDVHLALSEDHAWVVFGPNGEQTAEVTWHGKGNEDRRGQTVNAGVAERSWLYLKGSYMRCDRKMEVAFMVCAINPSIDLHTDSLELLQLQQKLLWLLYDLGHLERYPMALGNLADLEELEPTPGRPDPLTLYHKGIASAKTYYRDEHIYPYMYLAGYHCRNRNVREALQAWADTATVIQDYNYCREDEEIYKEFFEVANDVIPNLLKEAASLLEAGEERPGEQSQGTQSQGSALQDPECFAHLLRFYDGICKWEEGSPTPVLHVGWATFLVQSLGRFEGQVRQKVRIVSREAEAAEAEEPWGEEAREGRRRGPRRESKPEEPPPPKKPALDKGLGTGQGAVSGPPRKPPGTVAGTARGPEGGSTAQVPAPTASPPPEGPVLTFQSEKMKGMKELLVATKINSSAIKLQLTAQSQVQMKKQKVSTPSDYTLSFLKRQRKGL
PKM2 act – qHTS Assay for Activators of Human Muscle isoform 2 Pyruvate Kinase | purified PKM2, Kinase-Glo ATP luminescence, activation; response scale: 0% is enzyme alone, no compound | Pyruvate kinase PKM (Homo sapiens), P14618 | 0.34% of 260,000 active | Potency, µM (series often up to 57.5 µM), for the others: at the top dose activation, actives largely listed as activators | AID 1631, 2009; also: potency is read from the fitted curve at half-maximal effect; % is scaled to controls: 0 for no effect and ±100 for the full control effect; nearly all actives have a fitted effect of over 55% in size
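hPK-M2, >95% pure; 0.1 mM ADP / 0.5 mM PEP final; imidazole pH7.2 buffer w/ 7 mM MgCl2, 50 mM KCl; 1 h RT; Kinase-Glo lum. Intermediate enzyme activity for dual inhibitor/activator qHTS.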
Rab9 promoter act – qHTS Assay for Rab9 Promoter Activators; Huh7 Rab9 promoter-luciferase reporter, luminescence, 24 h; AID 485297, 2010; 2.8% of 320,000 active; Potency, µM (series often up to 9.22 µM), inactives show at the top dose activation, negative = inhibition, most hits filed as activators; also: potency is read from the fitted curve at half-maximal effect; % of control where 0% means no effect; nearly all actives have a fitted effect of over 60% in size
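Luminescence from Amplite-detected luciferase (10 minutes, ambient) reports Rab9 promoter activation. Before that, stable Rab9-luciferase Huh7 cells (1500/well, reduced-serum OP-MEM I plus 10% FBS) were exposed to compound for 24 hours at 37C.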
MBNL1 CUG block – qHTS Assay for Inhibitors of MBNL1-poly(CUG) RNA binding. Potency, µM (series often up to 57.5 µM), inactives show at the top dose activity change, negative = inhibition, usual class: inhibitors. 0.036% of 280,000 active. TR-FRET MBNL1-His/biotin-(CUG)12 binding, 665/545 ratio; active = well fitted inhibition curve with a large enough effect in the signal ratio, with a control signal flat, not every such curve was filed as active; inconclusive = small, poorly fitted or top-dose-only effect, or effect the other way, or a change in a side signal; inactive = no such curve, though single readings can be large or run the other way; the % refers to the signal ratio; also: potency is read from the fitted curve at half-maximal effect; % is scaled to controls: 0 for no effect and ±100 for the full control effect
Target sequence (Q9NR56 whole entry, looked up): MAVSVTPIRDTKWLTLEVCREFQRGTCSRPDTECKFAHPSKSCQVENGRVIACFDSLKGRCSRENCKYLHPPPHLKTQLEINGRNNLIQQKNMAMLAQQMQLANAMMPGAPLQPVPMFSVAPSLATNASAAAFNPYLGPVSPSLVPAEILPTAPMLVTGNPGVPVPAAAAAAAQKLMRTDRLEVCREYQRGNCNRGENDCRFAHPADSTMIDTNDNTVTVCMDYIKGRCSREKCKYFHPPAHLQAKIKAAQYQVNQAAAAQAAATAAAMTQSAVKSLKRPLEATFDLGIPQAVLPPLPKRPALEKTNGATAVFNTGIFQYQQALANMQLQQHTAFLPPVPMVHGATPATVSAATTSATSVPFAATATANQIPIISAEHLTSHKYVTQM
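TR-FRET between His-tagged MBNL1 and biotin-(CUG)12 RNA, detected with Tb anti-His antibody (0.055 ng/ul) and streptavidin-XL665 (5 nM), 60 min at room temperature. Compounds titrated 92 nM to 58 uM; 665/545 nm ratio normalized to buffer and complex controls.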
The depositor's hits bear a star; u = inconclusive; x = not tested or not shown; [ ] = remark or other dose. Unless noted, calls follow the shape of the dose curve; as a rule, active = well fitted curve in the direction sought with a large enough effect; inconclusive = small, poorly fitted or top-dose-only effect, or another doubt; inactive = no such curve, though single readings can be large; an effect the other way counts as inactive or inconclusive. An excerpt, so the mix of outcomes need not match the whole.

Results follow in this order: RORg inh | ELG1 repair inh | KCNH2 3.1 block | Menin MLL FP TR | FLuc counter | MBNL1 CUG block | NPC1 prom act | Rab9 promoter act | Gal4-VP16 FLuc | Mito fusion yeast | PKM2 act
1: O=C(Nc1ccccc1F)c1ccc(CSc2ncccn2)cc1
→ 9.1% | u | -15.0 | 10.8% | u | 4.5% | 3.55µM* | 3.55µM* | 13.1% | 10.5% | -30.1%
2: COC(=O)[C@H](C)NC(=O)NCc1ccc(F)cc1
→ -14.9% | 7.2% | 0.3 | 8.7% | -0.4% | 1.9% | -0.1% | 1.1% | 1.0% | 7.9% | -3.9%
3: Nc1cccc(-c2cc3ccccc3oc2=O)c1
→ -13.2% | u | -5.2 | 18.4% | 19µM* | u | 15.3% | -1.2% | 16.6% | 15.6% | 0.9%
4: Cc1ccc2occ(/C=N/NC(=O)c3ccc(O)cc3)c(=O)c2c1
→ 20µM* | u | 17.2 | 6.6% | -1.0% | -5.9% | -4.0% | 4.7% | -27.9% | -1.6% | 2.3%
5: COc1ccc(-n2nnnc2SC(C)C(N)=O)cc1 (stereo unspecified)
→ -40.1% | 5.6% | -7.0 | 0.0% | -1.6% | -16.9% | 2.4% | 4.3% | -1.1% | -1.5% | 0.5%
6: COc1ccc2cc(CN(CC3COCCO3)S(=O)(=O)c3c(C)cc(C)cc3C)c(=O)[nH]c2c1 (stereo unspecified)
→ -8.9% | -0.4% | x | 3.9% | 1.4% | -8.3% | -5.3% | 7.6% | -3.7% | 0.8% | 1.1%
7: O=C(N/N=C1\CCc2ccccc21)c1ccncc1
→ -23.5% | u | -5.6 | -1.9% | 21.3µM* | 0.2%[11.5 µM] | u | u | -7.2% | -16.9% | -7.6%
8: CCCCNC(=O)c1onc(CSc2ccc(OC)cc2)c1C(=O)O
→ 3.5% | 10.2% | -1.0 | 4.1% | u | -11.3% | -5.0% | -5.8% | -10.1% | 3.1% | 1.2%
9: COC(=O)[C@@H](NC(=O)Nc1ccc(OC)cc1)C(C)C
→ -16.1% | 0.0% | -4.3 | 23.5% | -1.2% | -2.6% | -3.0% | -2.0% | -7.8% | 4.5% | -7.3%
10: CNc1oc(-c2ccc(OCc3ccccc3)cc2)nc1C#N
→ 15.3% | u | 6.5 | 35.1%[activator] | u | 6.5% | 26.5% | u | 0.6% | 6.0% | 28.2%
11: O=c1[nH]c(CSc2ncc(C(F)(F)F)cc2Cl)nc2ccccc12
→ u | 1.9% | -4.5 | -21.4% | u | 0.7% | 3.5% | 15.4% | -12.3% | 5.4% | 6.2%
12: CC1(C)CN=C(N2CCN(C3=NCC(C)(C)S3)CC2)S1
→ -0.2% | 1.7% | x | -6.6% | 2.7% | 9.7% | -1.3% | 7.8% | -1.7% | 0.6% | 3.4%
13: Cc1cc(CN(C)C(=O)c2ccc3nc(Cc4ccccc4F)oc3c2)on1
→ 4.2% | -0.8% | 0.8 | x | u | 2.4% | 2.82µM* | 3.16µM* | u | -3.0% | -0.7%
14: COc1ccccc1NC(=O)CC(c1ccc(F)cc1)c1ccco1 (stereo unspecified)
→ 20.3% | u | -0.4 | x | 1.5% | x | -2.7% | -1.9% | -2.2% | 11.0% | -0.2%
15: COc1ccc(CNc2oc(COc3ccc(Cl)cc3)nc2C#N)cc1
→ u | u | u | 14.9% | 2.7% | -4.7% | 1.8% | -7.8% | -4.2% | u | 3.0%
16: CC(C)c1cc(C(=O)NNC(=S)NCc2ccco2)c(O)c(C(C)C)c1
→ 12.6µM* | 18.4µM* | -22.1 | u | 1.4% | -2.6% | -1.1% | 2.5% | u | 17.9% | -6.3%
17: COc1ccc(C2CCCN2C(=S)Nc2ccc(C)c(C)c2)cc1OC (stereo unspecified)
→ 12.6µM* | 25.9µM* | 11.2 | -16.6% | 1.2% | -0.6% | -4.2% | 4.1% | u | -7.8% | 0.2%
18: Cc1nc(N2CCOCC2)nc(N2CCCCC2)c1[N+](=O)[O-]
→ 16.4% | -0.8% | -6.1 | -18.7% | -0.8% | 13.1% | -1.4% | -4.1% | -2.4% | 3.4% | 6.1%
19: O=C(c1ccc2c(=O)n(Cc3ccco3)c(=S)[nH]c2c1)N1CCN(Cc2ccccc2)CC1
→ u | -15.0% | -13.5 | -10.2% | 0.3% | -5.9% | -5.3% | 2.3% | u | -3.8% | 0.631µM*
20: CNC(=S)Nc1cc(OC)ccc1OC
→ 11.2µM* | -0.2% | -6.6 | -15.9% | 3.4% | -4.8% | -4.1% | -3.9% | u | 0.9% | 5.3%
21: CCOC(=O)Cc1cc(-c2ccc(OC)cc2)nc2ccc3ccccc3c12
→ 3.9% | -4.5% | -3.9 | 2.1% | u | x | 8.4% | 4.8% | 4.1% | 18.0% | -2.4%
22: C/C(=N\NC(=S)NC(C)C)c1ccc(Cl)c([N+](=O)[O-])c1
→ u | 2.8% | 5.1 | x | 0.8% | x | 1.7% | -4.2% | u | 3.2% | -4.0%
23: CCN(CC)CCn1c(NS(=O)(=O)c2ccc(C)cc2)nc2ccccc21
→ x | 29.8% | -8.3 | x | 7.1% | x | 0.0% | -3.5% | x | -2.2% | x
24: N#Cc1c(NCCCO)nc(-c2ccco2)c2c1CCCC2
→ u | -26.1% | -12.1 | 0.3% | 0.5% | 15.2% | 8.1% | 0.4% | u | 0.3% | 11.8%
25: O=C(COC(=O)Cc1ccsc1)NCC12CC3CC(CC(C3)C1)C2
→ -10.3% | 13.7% | 2.0 | u | -2.6% | -7.9% | -6.7% | 5.4% | -6.0% | 18.0% | -3.1%
26: Cc1ccc(S(=O)(=O)CCc2nnc(NC(=O)C3CCCO3)s2)cc1 (stereo unspecified)
→ -0.4% | -2.9% | 2.5 | -3.9% | 4.4% | -6.6% | 0.7% | 15.9% | -1.9% | 0.1% | 7.3%
27: Cc1ccc(-n2c(-c3ccccc3)nnc2-c2cccs2)cc1
→ u | -3.7% | 3.8 | -18.5% | 0.1% | -6.1% | -6.7% | 1.9% | -4.9% | 3.9% | 2.1%
28: Cc1noc(C(=O)NCc2ccco2)c1Cl
→ 17.6% | 1.3% | -2.8 | 0.6% | 1.8% | -3.8% | -2.3% | 0.2% | -3.4% | -2.1% | 7.2%
29: O=C(CSc1nc2ccccc2c(=O)[nH]1)Nc1nc(-c2ccc(Br)cc2)cs1
→ u | 0.0% | 0.3 | x | 1.9% | -25.3% | 3.2% | 11.6% | -49.2% | 3.6% | 11.6%
30: CN(Cc1ccccc1F)c1ncnc2sccc12
→ 6.6% | -14.3% | -3.1 | -16.7% | -2.1% | -1.0% | -2.7% | 1.1% | 6.6% | -4.4% | -1.0%
31: COc1ccc(CCN(C(=O)c2snc(C(N)=O)c2N)C(C(=O)NCC2CCCO2)c2ccc(F)cc2)cc1OC (stereo unspecified)
→ 14.1% | -20.8% | -10.0 | -25.7% | -2.3% | 11.1% | 1.3% | -2.3% | -1.1% | -1.2% | 1.0%
32: Cc1cc(C)cc(OCC(=O)NCc2cc(C)nc3ccccc23)c1
→ 7.3% | u | -6.2 | -2.8% | 6.2% | -4.4% | -6.1% | -3.4% | -8.8% | 0.9% | -5.4%
33: CCC(=O)N(c1nnc(SCC(=O)NN2C(=O)NC3(CCCCC3)C2=O)s1)C1CC1
→ x | 22.3% | 21.5 | x | 4.3% | x | -2.6% | -1.8% | x | -1.9% | x
